SRC1 inh – SRC1 coactivator transcriptional activity inhibitors, primary screen, cell-based, luminescence. Nuclear receptor coactivator 1 (Homo sapiens), Q15788. HEK293 GAL4-SRC1 luciferase reporter. inhibition, % at 3.6 µM. 0.12% of 360,000 active. AID 588354, 2011;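 active means inhibition above the campaign mean plus 3 SD, with each screening campaign given its own cutoff, cut at about 60% in these data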;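 further: 0% = DMSO treated cells and 100% = gossypol at 36 µM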
Target sequence (Q15788 whole entry, looked up, the tested form may be a part): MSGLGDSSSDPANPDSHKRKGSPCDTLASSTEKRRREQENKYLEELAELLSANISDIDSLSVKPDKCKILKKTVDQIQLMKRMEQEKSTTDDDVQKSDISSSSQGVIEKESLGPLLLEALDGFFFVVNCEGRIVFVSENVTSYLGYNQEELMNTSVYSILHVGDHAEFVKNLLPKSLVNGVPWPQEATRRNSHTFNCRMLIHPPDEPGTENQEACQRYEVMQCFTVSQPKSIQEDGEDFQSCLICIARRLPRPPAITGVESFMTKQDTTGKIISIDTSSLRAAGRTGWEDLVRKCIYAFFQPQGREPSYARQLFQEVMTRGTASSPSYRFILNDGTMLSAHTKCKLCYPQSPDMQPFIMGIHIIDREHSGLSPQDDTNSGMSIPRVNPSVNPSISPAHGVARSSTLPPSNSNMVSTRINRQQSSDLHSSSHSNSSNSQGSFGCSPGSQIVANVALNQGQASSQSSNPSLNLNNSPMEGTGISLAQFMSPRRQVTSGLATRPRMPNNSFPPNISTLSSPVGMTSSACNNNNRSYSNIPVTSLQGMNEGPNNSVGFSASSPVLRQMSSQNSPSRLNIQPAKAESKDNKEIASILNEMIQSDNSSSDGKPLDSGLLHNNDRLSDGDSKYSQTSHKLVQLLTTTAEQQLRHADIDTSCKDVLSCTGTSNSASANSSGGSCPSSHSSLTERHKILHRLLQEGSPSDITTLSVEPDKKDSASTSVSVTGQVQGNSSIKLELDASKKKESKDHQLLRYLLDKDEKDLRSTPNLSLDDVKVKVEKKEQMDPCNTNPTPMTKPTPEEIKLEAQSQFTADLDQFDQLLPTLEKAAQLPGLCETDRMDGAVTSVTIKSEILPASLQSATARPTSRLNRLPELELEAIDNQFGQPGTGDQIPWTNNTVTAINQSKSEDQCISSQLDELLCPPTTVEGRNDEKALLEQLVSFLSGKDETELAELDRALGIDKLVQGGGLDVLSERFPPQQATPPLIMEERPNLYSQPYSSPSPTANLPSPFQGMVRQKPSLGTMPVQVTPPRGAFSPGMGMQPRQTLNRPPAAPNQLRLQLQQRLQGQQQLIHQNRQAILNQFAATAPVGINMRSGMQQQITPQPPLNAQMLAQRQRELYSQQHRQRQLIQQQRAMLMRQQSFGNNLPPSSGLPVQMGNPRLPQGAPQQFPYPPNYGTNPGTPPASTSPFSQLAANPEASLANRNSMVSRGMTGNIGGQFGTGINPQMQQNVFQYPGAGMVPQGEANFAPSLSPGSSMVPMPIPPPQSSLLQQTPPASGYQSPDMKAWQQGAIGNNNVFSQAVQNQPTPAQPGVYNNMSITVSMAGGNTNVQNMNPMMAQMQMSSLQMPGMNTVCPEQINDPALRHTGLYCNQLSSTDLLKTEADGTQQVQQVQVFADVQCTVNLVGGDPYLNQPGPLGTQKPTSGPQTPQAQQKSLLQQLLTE
TROY signal inh – inhibitors of TROY-driven NF-kB signaling, primary screen, Q293 LMP1-TROYcd cells, NF-kB luciferase, uHTS | AID 1347056, 2019 | Q293 LMP1-TROYcd NF-kB luciferase reporter, 4 h | inhibition, % at 10 µM | 0.98% of 360,000 active;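 active means compounds whose plate-normalised and pattern-corrected inhibition of the luciferase reporter signal at the single screening dose is 50% or more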
TWEAK Fn14 block – inhibitors of TWEAK-Fn14 signaling, primary screen, luciferase reporter cells, uHTS; TWEAK-stimulated Fn14 reporter cells, luciferase luminescence, 8 h; inhibition, % at 10 µM; 2% of 360,000 active; AID 1159606, 2016; in the data active means inhibition above about 50%
LRH-1 inv ag – LRH-1 (NR5A2) inverse agonists, primary screen, cell-based, luminescence, HEK293T, StAR-luciferase reporter | LRH-1 transfected, 24 h | inhibition, % at 3.6 µM | 0.13% of 360,000 active | AID 602396, 2012;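 active means inhibition above the mean inhibition of all tested compounds plus 3 SD, cut at about 73% in these data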;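 further: 0% = DMSO wells and 100% = reporter-only cells lacking LRH-1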
KKLEB tox – cytotoxicity in KKLEB CF airway cells, primary screen, cytotoxicity control for CF NF-kB inhibitor project, cell-based, uHTS, fluorescence assay plates | 0.36% of 360,000 active | activity change (cytotoxicity), % at 5 µM | KKLEB CF airway cells viability, ATPlite luminescence, overnight; hits give low values; cells stimulated with P. aeruginosa culture filtrate;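 active means corrected activity change at or below -50% at 5 µM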
CF NFkB inh – inhibitors of PAF-induced NF-kB signaling, primary screen, cell-based, GFP fluorescence, uHTS. KKLEB NF-kB-GFP reporter, GFP fluorescence overnight. inhibition, % at 5 µM. 0.86% of 360,000 active. AID 588850, 2011;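 active means at least 50% inhibition at 5 µM, scaled per plate between neutral and stimulator controls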;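 further: PAF is a Pseudomonas aeruginosa culture filtrate used as stimulus; plate controls were PAF-stimulated DMSO wells for no effect and unstimulated DMSO wells for full effect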
NCOA3 inh – SRC3 coactivator transcriptional activity inhibitors, primary screen, cell-based, luminescence. HEK293 GAL4-SRC3 luciferase reporter. inhibition, % at 3.6 µM. AID 588352, 2011. 0.17% of 360,000 active;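 active means inhibition above a per-campaign cutoff, the mean of all compounds plus 3 SD, cut at about 60% in these data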;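 further: 0% = DMSO-treated cells and 100% = gossypol-treated cells at 36 µM; higher means less SRC3-driven luciferase light from the GAL4 reporter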
NCOA2 inhibitor – inhibition of GAL4-SRC2 driven luciferase reporter, primary screen, SRC2 inhibitor project, cell-based, luminescence | Nuclear receptor coactivator 2 (Homo sapiens), Q15596 | HEK293 GAL4-SRC2 luciferase reporter | inhibition, % at 9 µM | 0.17% of 370,000 active;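 active means inhibition above the mean inhibition of all tested compounds plus 3 SD, set per campaign, cut at about 52% in these data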;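 further: 0% = DMSO treated cells and 100% = cells given Gossypol at 36 µM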
COUP-TFII inh – NR2F2 transcriptional activity inhibitors, primary screen, cell-based, luciferase reporter, HEK293T, luminescence; 0.7% of 370,000 active; COUP transcription factor 2 (Homo sapiens), P24468; inhibition, % at 8.6 µM; HEK293T NGFI-A luciferase reporter;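 active means inhibition above a per-plate cutoff, mean inhibition of test wells between control levels plus 3 SD, cut at about 38% in these data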;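 further: cells cotransfected with COUP-TFII expression vector driving the NGFI-A reporter; 0% = median of COUP-TF2 test wells and 100% = reporter-only cells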
C8 TRAIL sens – viability loss with TRAIL in NB7+C8 cells, primary screen, TRAIL sensitizer project, cell-based, ATPlite luminescence | AID 624354, 2012 | 1% of 360,000 active | inhibition (viability loss, TRAIL sensitization), % at 10 µM;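 active means compounds causing at least 50% loss of cell viability in the single-dose screen, relative to plate controls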
EBV LMP1 NFkB – EBV LMP1-driven NF-kappaB luciferase reporter inhibitors, primary screen, cell-based, luminescence, single point | AID 504558, 2011 | inhibition, % at 12.5 µM | 0.69% of 350,000 active | LMP1-induced NF-kappaB luciferase reporter cells; in the data active means inhibition above about 41%;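 further: 0% = neutral control wells and 100% = reference inhibitor control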
Starred values were filed as active, the others as inactive; / = not tested or not shown.

SMILES | SRC1 inh | TROY signal inh | TWEAK Fn14 block | LRH-1 inv ag | KKLEB tox | CF NFkB inh | NCOA3 inh | NCOA2 inhibitor | COUP-TFII inh | C8 TRAIL sens | EBV LMP1 NFkB
CCCOP(=O)(OCCC)C(Nc1ccc(C(=O)O)cc1)c1ccccc1 (stereo not drawn) | 3 | 2 | 16 | 7 | 9 | 1 | 7 | 2 | 1 | 1 | -4
COc1ccc(CNc2nc(C)cc(C)c2C#N)cc1 | 27 | -12 | -5 | -17 | -9 | 11 | 5 | -32 | 10 | -6 | 10
CCSc1nnc(NC(=O)c2cccnc2Cl)s1 | -42 | -30 | -3 | -35 | 13 | -7 | -26 | -51 | -10 | -14 | -7
O=C(NC(=S)Nc1cccnc1)c1ccccc1 | -4 | -24 | -2 | -43 | -2 | 32 | -19 | -13 | -35 | -7 | -9
N#Cc1ccc(C(=O)Nc2cc(-c3ccc(F)cc3)nn2-c2ccccc2)cc1 | 7 | 8 | -16 | 2 | -11 | 10 | 3 | -35 | 5 | 37 | 7
O=C(Cn1cc([N+](=O)[O-])nc1[N+](=O)[O-])N1CCN(c2ccccc2)CC1 | -13 | 2 | -2 | -8 | -20 | 14 | 12 | 2 | -12 | -7 | 12
C=CCN=C1N[C@@H](c2ccccc2)C(C(=O)OC)=C(C)N1CC | -12 | -7 | 8 | 5 | -2 | -23 | 4 | / | / | 8 | -1
Cn1c(=O)[nH]c(=O)c2c1nc(SCCO)n2CC(O)COc1ccccc1 (stereo not drawn) | -18 | -11 | -10 | 1 | 1 | -13 | -6 | -6 | -23 | -2 | -6
CCOc1ccc(NC2C=CS(=O)(=O)C2)cc1 (stereo not drawn) | -4 | -1 | 10 | -6 | 10 | -6 | 18 | 14 | -25 | 12 | -17
CC(=O)Nc1ccc(NC(=O)C(C)OC(=O)CCN=C2NS(=O)(=O)c3ccccc32)cc1 (stereo not drawn) | 16 | -5 | 0 | 9 | 19 | -14 | 2 | -36 | 6 | 21 | -5
COc1ccccc1OCC(=O)Nc1ccc2c(c1)OCCO2 | -55 | -44 | 4 | -140 | 0 | 8 | -51 | -28 | -11 | -18 | -16
COc1cc(OC)cc(-c2n[nH]c(=S)n2-c2ccc3c(c2)OCCO3)c1 | -20 | -13 | -17 | -16 | -8 | -6 | 13 | -14 | -8 | 1 | 8
Cc1ccc(NC(=O)CCC(=O)NNC(=O)COc2ccccc2)c(C)c1 | 4 | -1 | 12 | 5 | 8 | 11 | 8 | 7 | 8 | -8 | 0
Cc1cccc(OCC(=O)NNC(=O)c2cccs2)c1 | 2 | -4 | -2 | -1 | -11 | 2 | -9 | 16 | 13 | -1 | 3
CCc1cccc(NC(=O)C2CCCN2S(=O)(=O)c2ccccc2C(F)(F)F)c1 (stereo not drawn) | -15 | -18 | 10 | -10 | -3 | 21 | -14 | 5 | 6 | 7 | 1
Cc1cc(OCC(O)CN(C)C(=O)C(C)Oc2ccccc2)ccc1Cl (stereo not drawn) | -5 | 2 | -3 | 5 | 2 | 11 | -19 | -3 | 0 | 12 | 4
CCCNc1c(NC(=O)c2ccc3c(c2)OCO3)c(=O)oc2ccccc12 | -36 | 2 | -2 | 0 | 4 | 16 | 3 | 1 | -13 | -23 | -5
COC(=O)Cn1c(=NC(=O)c2ccc(OC)c(OC)c2)sc2cc(OC)ccc21 | -7 | 15 | -41 | 11 | 4 | 14 | 12 | -12 | -5 | 15 | 19
CC(C)Cc1cc(C(=O)NCCCN2CCOCC2)no1 | -19 | -14 | -65 | 6 | 4 | -30 | -12 | -1 | 9 | 15 | 3
Brc1ccc(CSc2nnc(-c3cccnc3)o2)cc1 | 8 | 21 | 2 | 37 | -11 | 29 | 14 | -1 | 4 | 0 | -2
Cc1ccccc1NC(=O)COc1ccc2c(c1)OC(C)(C)CC2=O | 10 | -13 | -6 | 17 | 15 | -6 | 24 | -38 | 9 | -2 | -2
COc1ccc(C(=O)NCCCc2ccccc2)cc1 | -70 | -65 | -29 | -131 | -4 | 6 | -80 | -66 | -48 | 2 | /
C=CCNc1nc(C2(C)CC3(CC(C)(C)OC3=O)C(=O)O2)cs1 (stereo not drawn) | -12 | 20 | 7 | 0 | -2 | -2 | 7 | 0 | 12 | -3 | 3
Cc1c(C(C)NC(=O)Nc2ccc(F)cc2F)cnn1C (stereo not drawn) | 5 | 10 | 16 | 5 | -5 | -2 | 1 | 6 | -3 | -8 | 6
O=C(NNC(=O)c1cc(F)c(F)cc1Cl)c1ccc(NS(=O)(=O)c2cccs2)cc1 | -17 | -12 | 0 | -9 | -8 | -7 | 7 | -18 | -9 | -10 | -8

Next structures.
SMILES | SRC1 inh | TROY signal inh | TWEAK Fn14 block | LRH-1 inv ag | KKLEB tox | CF NFkB inh | NCOA3 inh | NCOA2 inhibitor | COUP-TFII inh | C8 TRAIL sens | EBV LMP1 NFkB
COc1ccc(-c2csc3ncnc(Oc4cccc5ccc(C)nc45)c23)cc1 | -7 | -8 | 33 | 13 | -4 | 19 | 15 | -66 | 20 | 9 | -2
Cc1ccc(C2=CC(=O)CC(C)(C)C2)cc1 | -3 | -42 | -12 | 19 | 11 | -4 | -7 | -22 | -16 | -11 | 7
CC(Oc1ccc(F)cc1)C(=O)Nc1cc(S(=O)(=O)N2CCCCC2)ccc1N1CCN(C)CC1 (stereo not drawn) | -10 | -15 | 1 | -8 | -8 | 9 | 7 | -23 | 4 | -4 | -1
CN1CCc2ccc(NC(=O)c3ccc(C(F)(F)F)cc3)cc2C1 | 1 | -3 | 10 | -7 | 5 | -12 | -13 | -19 | 28 | 0 | -2
COC(=O)c1c(C)[nH]c(C(=O)OCC(=O)N(CC(C)C)c2c(N)n(Cc3ccccc3)c(=O)[nH]c2=O)c1C | -3 | 2 | -24 | -3 | -16 | 5 | -11 | -6 | 5 | 10 | -1
CSc1ccccc1OCc1cc(C(=O)NCCCc2ccccc2)no1 | 21 | -7 | -23 | 11 | 9 | -6 | 20 | -5 | -8 | 14 | 3
O=C(O)c1ccccc1C(=O)Nc1ccccc1NC(=O)c1ccccc1C(=O)O | -115 | -8 | -2 | -158 | 10 | -23 | -97 | -68 | -11 | 6 | /
CC[C@H](C)[C@H](NC(N)=O)C(=O)Nc1ccc(NC(C)=O)cc1 | -1 | 8 | -14 | -11 | -4 | 18 | 16 | 14 | 10 | -19 | -8
O=C1OC(OC2CCCCC2)(c2ccccc2)c2ccccc21 (stereo not drawn) | -2 | -18 | -1 | -21 | -3 | 8 | 10 | 7 | 3 | 7 | -8
O=S1(=O)CCC(NC(=S)SCCOc2ccccc2)C1 (stereo not drawn) | 5 | -15 | 70* | 10 | 3 | 58* | 8 | -25 | 18 | 13 | 24
O=c1c2ccccc2sc2ccc(Cl)cc12 | -3 | -77 | -63 | -15 | -10 | -36 | -7 | -34 | -6 | 9 | -4
COCCNC(=O)[C@H]1C[C@@H]1[C@H](NP(=O)(c1ccccc1)c1ccccc1)c1ccccc1 | 9 | -4 | 18 | -5 | 0 | 6 | 17 | / | / | -10 | -5
O=c1[nH]c(-[n+]2ccc3ccccc3c2)c(/C=N/N=C(\[O-])c2ccccc2)s1 | -34 | -23 | -19 | -7 | 8 | -18 | -59 | -54 | -24 | 8 | -2
COc1cc(OC)c(N(C)C(=O)CCNC(=O)Cn2cnc3ccccc3c2=O)cc1Cl | -10 | -6 | 4 | 3 | -3 | 13 | 17 | 8 | 4 | 1 | 1
O=C(NCc1ccc(F)cc1)C(=O)NCC1OCCN1S(=O)(=O)c1cc(F)ccc1F (stereo not drawn) | 4 | 7 | 3 | 13 | -10 | 10 | 9 | 7 | 4 | -8 | 7
O=C(Nc1cccs1)OCCN1CCN(Cc2ccccc2)CCC1=O | -16 | -10 | 7 | 1 | -4 | -7 | 9 | -19 | -1 | 10 | -1
CS(=O)(=O)N1CCCC(C(=O)NC2CCCCCCC2)C1 (stereo not drawn) | -2 | -10 | 15 | -15 | -28 | -2 | -4 | -21 | -8 | -19 | 2
Cc1cnc(CNC(=O)CC2C(=O)NCCN2Cc2cccc(F)c2F)cn1 (stereo not drawn) | -1 | 1 | 11 | 11 | 11 | -16 | 6 | 0 | -9 | -12 | 0

An excerpt from above, reduced to COUP-TFII inh, LRH-1 inv ag and SRC1 inh:
SMILES | COUP-TFII inh | LRH-1 inv ag | SRC1 inh
O=C(NCc1ccc(F)cc1)C(=O)NCC1OCCN1S(=O)(=O)c1cc(F)ccc1F (stereo not drawn) | 4 | 13 | 4
COc1cc(OC)c(N(C)C(=O)CCNC(=O)Cn2cnc3ccccc3c2=O)cc1Cl | 4 | 3 | -10

In the list so far, seven have an aryl methoxy group.
SMILES | SRC1 inh | TROY signal inh | TWEAK Fn14 block | LRH-1 inv ag | KKLEB tox | CF NFkB inh | NCOA3 inh | NCOA2 inhibitor | COUP-TFII inh | C8 TRAIL sens | EBV LMP1 NFkB
COc1ccc(CNc2nc(C)cc(C)c2C#N)cc1 | 27 | -12 | -5 | -17 | -9 | 11 | 5 | -32 | 10 | -6 | 10
COc1ccccc1OCC(=O)Nc1ccc2c(c1)OCCO2 | -55 | -44 | 4 | -140 | 0 | 8 | -51 | -28 | -11 | -18 | -16
COc1cc(OC)cc(-c2n[nH]c(=S)n2-c2ccc3c(c2)OCCO3)c1 | -20 | -13 | -17 | -16 | -8 | -6 | 13 | -14 | -8 | 1 | 8
COC(=O)Cn1c(=NC(=O)c2ccc(OC)c(OC)c2)sc2cc(OC)ccc21 | -7 | 15 | -41 | 11 | 4 | 14 | 12 | -12 | -5 | 15 | 19
COc1ccc(C(=O)NCCCc2ccccc2)cc1 | -70 | -65 | -29 | -131 | -4 | 6 | -80 | -66 | -48 | 2 | /
COc1ccc(-c2csc3ncnc(Oc4cccc5ccc(C)nc45)c23)cc1 | -7 | -8 | 33 | 13 | -4 | 19 | 15 | -66 | 20 | 9 | -2
COc1cc(OC)c(N(C)C(=O)CCNC(=O)Cn2cnc3ccccc3c2=O)cc1Cl | -10 | -6 | 4 | 3 | -3 | 13 | 17 | 8 | 4 | 1 | 1

Source: PubChem
